# Source: PubChem (several laboratories)
# HSF1 inhib: HSF1 inhibition. NIH3T3-HGL HSE-luciferase, MG132-induced, luminescence 8 h; hits give low values. activity change, negative = inhibition, % at 7.5 µM (by protocol). 300,000 compounds, 0.77% hits. AID 2098;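 active = more than half of replicate wells show activity change below -50%, luminescence cut by over half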;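 note: luciferase reports HSF-1 transcriptional activity via heat shock element; 0% = median of DMSO wells and -100% = zero luminescence signal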
# GSK3beta inhib: inhibitors of human GSK3beta kinase; GST-GSK3beta kinase, ADP-Glo luminescence, 60 min; hits give low values; activity score (negative = inhibition), % at 10 µM; AID 2097; 300,000 compounds, 0.038% hits; P49841;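 active = more than half of replicate wells score below -50%, meaning over 50% inhibition versus plate controls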;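 note: 0% = median DMSO wells and -100% = median GW8510 positive control wells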
# Target sequence (P49841 whole entry, looked up): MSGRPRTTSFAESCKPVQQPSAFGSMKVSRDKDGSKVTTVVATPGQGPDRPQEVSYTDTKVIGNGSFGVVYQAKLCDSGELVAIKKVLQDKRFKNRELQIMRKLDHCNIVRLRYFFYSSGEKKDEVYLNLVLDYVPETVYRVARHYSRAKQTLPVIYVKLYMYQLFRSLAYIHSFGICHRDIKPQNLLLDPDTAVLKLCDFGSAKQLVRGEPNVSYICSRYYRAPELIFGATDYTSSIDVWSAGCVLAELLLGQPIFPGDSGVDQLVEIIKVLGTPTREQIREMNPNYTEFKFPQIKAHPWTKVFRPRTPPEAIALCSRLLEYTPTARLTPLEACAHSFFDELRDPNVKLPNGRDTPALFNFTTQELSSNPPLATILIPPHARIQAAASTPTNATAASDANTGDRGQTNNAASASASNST
#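 Test system: GST-tagged human GSK3beta kinase, cell-free; evaluation: activity score scaled between in-plate DMSO and GW8510 controls; measured by: ADP-Glo luminescence; incubation: 60 min reaction, RT; benchmarks: DMSO and 20 µM GW8510; reagent: peptide substrate plus 25 µM ATP (final); medium: Tris/MgCl2 kinase buffer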
# aSyn UTR inh: 5' untranslated region of α-synuclein, MLPCN primary screen | 300,000 compounds, 0.82% hits | inhibition, % (tested at 7.5 µM) | alpha-synuclein 5'UTR reporter, inhibitor activity; in the data active = inhibition above about 60%;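 note: H4 neuroglioblastoma cells stably carrying SNCA 5'UTR luciferase fusion; 0% = DMSO wells and 100% = positive control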
# HSF1 activator: increases HSF-1 driven luciferase reporter signal; NIH3T3-HGL HSF-1 luciferase reporter, MG132, 8 h; 100% = twice DMSO control signal; activation, % at 9 µM; 300,000 compounds, 1.7% hits;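 active = mean replicate activation of at least 50% with a set share of replicates each reaching 50%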;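 note: 0% = median of the neutral control wells and 100% = twice that signal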
# Platelet DG rel: platelet dense granule release activity; human platelet-rich plasma, SFLLRN dense granule ATP release, luminescence; inhibition, %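 (compounds screened at 7.5 µM in platelet-rich plasma)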; 300,000 compounds, 0.22% hits; AID 1663;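 active = mean replicate score, as percent of positive control, at or above 50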
# KLF5 inh: kruppel-like factor 5 inhibition. DLD-1 KLF5 promoter-luciferase reporter, luminescence. inhibition, % at 5 µM. 290,000 compounds, 0.23% hits. AID 1700;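 active = inhibition above a per-plate limit of that plate's mean compound inhibition plus 3 SD, cut at about 60% in these data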;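 note: 0% = DMSO wells and 100% = LY294002 at 200 µM; higher means less KLF5 promoter-driven luciferase light; inactives centre near -14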
# GSK3A inh: human GSK-3 alpha kinase inhibition. P49840. ADP-Glo luminescence, 60 min. inhibition, % at 10 µM. 320,000 compounds, 0.1% hits. AID 2650;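 in the data active = inhibition above about 50%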;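 note: GST-tagged GSK-3 alpha with peptide substrate and 25 µM ATP; 0% = DMSO neutral wells and 100% = GW8510 positive control wells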
# Target sequence (P49840 whole entry, looked up): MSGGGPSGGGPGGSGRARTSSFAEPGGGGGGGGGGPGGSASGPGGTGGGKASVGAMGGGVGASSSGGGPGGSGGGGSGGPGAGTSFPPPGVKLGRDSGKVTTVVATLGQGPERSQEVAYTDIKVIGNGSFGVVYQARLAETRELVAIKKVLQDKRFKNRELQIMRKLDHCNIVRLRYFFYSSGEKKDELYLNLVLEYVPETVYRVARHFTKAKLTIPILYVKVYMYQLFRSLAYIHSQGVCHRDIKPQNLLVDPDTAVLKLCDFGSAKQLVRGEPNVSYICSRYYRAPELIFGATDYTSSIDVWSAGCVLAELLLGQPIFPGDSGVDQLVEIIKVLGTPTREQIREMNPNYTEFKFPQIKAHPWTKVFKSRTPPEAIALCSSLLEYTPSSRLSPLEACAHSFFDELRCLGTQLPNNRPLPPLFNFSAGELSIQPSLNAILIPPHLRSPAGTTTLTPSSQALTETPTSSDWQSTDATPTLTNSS
# IEC-6 cytotox: counter-screen for KLF5 inhibitors: cytotoxicity in IEC-6 cells. AID 1825. 290,000 compounds, 0.78% hits. inhibition, % at 5 µM. IEC-6 cytotoxicity, luminescence viability; in the data active = inhibition above about 22%;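 note: 0% = plate median of test compound wells and 100% = cytotoxic reference compound wells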
# Dyrk1A ADPGlo: Dyrk1A (rat) kinase inhibition | AID 504441 | Q63470 | 310,000 compounds, 0.43% hits | inhibition, % at 12.5 µM | ADP-Glo luminescence, NFATc1 peptide; in the data active = inhibition above about 50%;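 note: plate controls were vehicle with enzyme for no effect and no enzyme for full effect; many of its hits are not listed in these tables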
# HSP90 inh: inhibitors of HSP90 luciferase refolding in rabbit reticulocyte lysate; luciferase refolding luminescence, 3 h; inhibition, % at 5.6 µM; 290,000 compounds, 0.91% hits;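 active = inhibition above the screen-wide mean plus 3 SD, computed separately per campaign, cut at about 16% in these data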;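 note: 0% = DMSO wells and 100% = 60 µM geldanamycin wells; inhibitors lower the luminescence because luciferase stays unfolded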
# * hit, by the source's call; . = not tested or not shown. Some of the compounds tested; rates above refer to the full screens.
SMILES,HSF1 inhib,GSK3beta inhib,aSyn UTR inh,HSF1 activator,Platelet DG rel,KLF5 inh,GSK3A inh,IEC-6 cytotox,Dyrk1A ADPGlo,HSP90 inh
C=CCN(CC=C)C(=O)c1cccc(OC2CCN(CC(C)(C)C)CC2)c1,-3,-1,5,-5,8,2,-1,6,.,-4
C=C1CC(C)OC(c2ccccc2OCC(O)CN2CCCCC2)C1 (centres undefined),3,0,-5,10,-3,-14,-1,-2,-9,0
Cc1ccc(CNC(=O)COC(=O)c2ccc(S(=O)(=O)N(C)C)cc2)cc1,-7,2,-1,3,4,-13,-1,7,-2,2
CCc1ccc(C2C(C#N)=C(N)N(N3CCOCC3)C3=C2C(=O)CC(C)(C)C3)s1 (centres undefined),-5,-4,-7,-11,-3,-9,-1,4,-3,2
O=C(NN1C(=O)C2C3C=CC(C4CC34)C2C1=O)c1ccc(Cl)cc1 (centres undefined),-2,-2,10,-3,-7,4,-2,8,5,2
CCOC(=O)c1c(C)n(C)c2ccc(OCC(O)Cn3c(C)nc4ccccc43)cc12 (centres undefined),20,-9,-10,-3,1,-11,-2,1,4,1
CC(=O)N1CCOc2ccc(S(=O)(=O)N3CCCC(C)C3)cc21 (centres undefined),-5,5,-3,-14,17,-3,0,6,-3,3
CCc1ccc(OCCCC(=O)Nc2ccc(S(N)(=O)=O)cc2)cc1,3,0,5,23,2,7,1,5,1,4
COc1ccccc1N1CCN(CCCNC(=O)Nc2ccccc2)CC1,9,1,-3,6,4,-4,-1,-1,1,0
c1cc2c(cc1Nc1nc(-c3ccc4c(c3)OCO4)cs1)OCCO2,9,0,-89,13,0,-68,-9,-1,5,37*

# Some of the entries so far, with values under each structure.
# Values run as follows: HSF1 inhib, GSK3beta inhib, aSyn UTR inh, HSF1 activator, Platelet DG rel, KLF5 inh, GSK3A inh, IEC-6 cytotox, Dyrk1A ADPGlo, HSP90 inh
> O=C(NN1C(=O)C2C3C=CC(C4CC34)C2C1=O)c1ccc(Cl)cc1 (centres undefined)
  -2, -2, 10, -3, -7, 4, -2, 8, 5, 2
> CCOC(=O)c1c(C)n(C)c2ccc(OCC(O)Cn3c(C)nc4ccccc43)cc12 (centres undefined)
  20, -9, -10, -3, 1, -11, -2, 1, 4, 1
> CC(=O)N1CCOc2ccc(S(=O)(=O)N3CCCC(C)C3)cc21 (centres undefined)
  -5, 5, -3, -14, 17, -3, 0, 6, -3, 3
> CCc1ccc(OCCCC(=O)Nc2ccc(S(N)(=O)=O)cc2)cc1
  3, 0, 5, 23, 2, 7, 1, 5, 1, 4
> COc1ccccc1N1CCN(CCCNC(=O)Nc2ccccc2)CC1
  9, 1, -3, 6, 4, -4, -1, -1, 1, 0

# (listing goes on)
SMILES,HSF1 inhib,GSK3beta inhib,aSyn UTR inh,HSF1 activator,Platelet DG rel,KLF5 inh,GSK3A inh,IEC-6 cytotox,Dyrk1A ADPGlo,HSP90 inh
COc1ccccc1NC(=O)N1CCCC(C(=O)Nc2cccc(C)c2C)C1 (centres undefined),7,2,17,42,6,-31,10,-1,2,3
COc1cc(NC(=S)N2CCCCC2C)c(OC)cc1Cl (centres undefined),-14,-1,-5,-6,-5,-13,0,-4,-3,1
Cc1ccc(Cl)cc1N1CCN(CC(O)COC(C)C)CC1 (centres undefined),-7,0,12,1,-3,-37,4,-5,17,0
COc1ccccc1OCCSc1nc2ccccc2n1CC(O)CO (centres undefined),-1,.,5,-8,2,-29,0,3,-4,2
CC(C)CC(NC(=O)OC(C)(C)C)c1cn([C@@H](CCCCNC(=O)OC(C)(C)C)C(=O)N2CCN(C(=O)OC(C)(C)C)CC2)nn1 (some centres undefined),-9,2,18,-7,-5,-2,0,4,34,-3
CCOC(=O)CN(C(=O)CSc1nnc(C)n1-c1ccccc1)c1ccccc1,-7,2,0,4,-5,8,15,-2,-11,-1
Cc1ccc(C(=O)NNC(=O)CCC(=O)Nc2cccc(Cl)c2C)cc1,-5,0,-9,3,4,5,0,-4,-5,-1
OC(COc1ccc2cc(Br)ccc2c1)CN1CCN(c2ccccn2)CC1 (centres undefined),-4,2,8,14,2,-30,0,3,-6,-3
NC1=NC(=O)/C(=C\c2ccsc2)S1,0,1,-26,4,-9,-14,0,-4,.,-2
COc1ccc(CCNc2cc(C)nc3c(-c4ccc(Cl)cc4)cnn23)cc1OC,0,1,-17,17,-64,14,-2,4,-1,-2
O=C(NCCc1ccc(F)cc1)Nc1ccc2c(c1)OCO2,0,1,-139,22,5,-86,3,-1,-2,1
O=C(CN1C(=O)CCSc2ccccc21)Nc1ccc(F)cc1,-2,8,-4,6,-3,-24,0,-4,-7,-2
Nc1ccc(/C=C/C(=O)c2cccs2)cc1,-30,-3,-135,-41,6,-72,-5,0,4,-4
Cc1ccnc2nc(C(=O)OCC(=O)Nc3ccc4c(c3)OC(F)(F)O4)nn12,0,-1,-8,2,4,-1,1,-2,2,-1
COCCCN1C(=O)C(=O)/C(=C(/O)c2ccc(C)cc2)C1c1ccccc1 (centres undefined),-45,-2,-31,-50,2,15,.,-4,3,-2
O=C(O)c1cc(C(=O)O)cc(N2C(=O)CSC2=S)c1,-3,-1,-10,1,11,-21,-3,-9,-5,-6
CCOC(=O)c1sc2nc(C)nc(N3CCCCC3C)c2c1C (centres undefined),-4,0,22,-5,-2,15,-4,7,-1,0
O=S(=O)(O)c1cccc2cccc(Nc3ccccc3)c12,-3,5,-4,-19,-6,.,-10,.,-2,.
Cc1cc(C)c(NC(=O)CSc2nnnn2-c2cccnc2)c(C)c1,-2,2,12,1,7,-26,0,1,13,-3
Cc1ccccc1OCCCCCCN1CCNCC1,3,-1,-40,10,-8,.,0,.,0,.
Cc1cc(C)cc(NC(=O)C2CCCN2/C=C/C(=O)C(F)(F)F)c1 (centres undefined),-11,0,-4,10,-15,-30,-3,-1,2,1
CC1CC(C)CN(CCCNC(=O)Cn2cccc2C(=O)c2ccccc2)C1 (centres undefined),12,2,11,15,-2,-14,-1,0,-4,3
CC(=O)NC(=S)Nc1ccc(S(=O)(=O)Nc2ncccn2)cc1,.,-2,5,.,-2,-22,-5,-2,-3,2
CS(=O)(=O)N(Cc1ccc(F)cc1)Cc1nc2ccccc2c(=O)[nH]1,3,-1,6,7,.,-16,2,4,.,2
O=C(Cn1cccc1C(=O)c1ccccc1)NCc1ccc2c(c1)OCO2,-1,3,-30,3,-2,-53,0,-5,-3,-3
Cc1ccc(Cn2nnc3c(=O)n(CC(=O)N4CCCCC4)cnc32)cc1,3,3,10,-2,-3,-8,0,2,0,0
C/C(=N/NC(=O)c1ccccn1)c1ccc(O)cc1,10,0,-90,31,12,-85,12,0,14,20*
Cn1nc(C(F)(F)F)c(-c2ccc(Br)cc2)c1NC(=O)c1ccco1,-3,0,2,4,2,0,-2,9,7,3
CN(C)CCCN(C(=O)c1ccc2ccccc2c1)c1nc2cc3c(cc2s1)OCO3,-6,0,-12,-22,-3,-44,1,-2,2,2
COc1ccc(S(=O)(=O)NCC2CCCO2)cc1NC(=O)c1ccc(Cl)cc1 (centres undefined),-3,6,24,-2,-2,.,0,.,1,.
Cc1nc2nc(SCC(=O)NCCCN3CCCCC3)nn2c(C)c1Cc1ccccc1,2,.,17,-13,-2,-10,0,8,1,1
CN1CC(=O)Nc2ccc(Br)cc2C1=O,0,-3,5,-5,16,-34,-2,-3,1,-6
CCOC(=O)Cn1ccc(-c2ccccc2)c(C#N)c1=O,3,0,-7,2,-4,-21,1,-4,0,1
OCCC1CN(Cc2cnc(-c3cccc4ccccc34)nc2)CCN1C1CCCCC1 (centres undefined),-4,0,-2,-5,32,-3,0,10,13,2
Cc1noc(C)c1COc1ccc(CC(=O)NCCc2ccccn2)cc1,-7,0,4,-12,1,-25,-2,0,-8,2
CN1CCN(c2ccc([N+](=O)[O-])cc2C(=O)Nc2ccccc2)CC1,-2,0,19,-13,-1,-8,0,0,-3,2
Cc1ccc(C(=O)O)cc1NC(=O)c1ccc2c(c1)C(=O)N(c1ccc([N+](=O)[O-])cc1)C2=O,-4,2,12,-7,1,-19,11,-2,-4,-1
CC(C)c1ccc(NC(=O)CSc2nnc(-c3ccccn3)n2C)cc1,1,0,-24,5,-2,-23,-1,2,3,-2
O=C(Nc1cccc(S(=O)(=O)NC2=NCCC2)c1)c1c(F)cccc1Cl,6,1,12,-8,5,.,3,.,.,.
CC(=O)C1=C(O)CCCC1=NCc1nc2ccccc2[nH]1,-6,.,12,-5,8,9,2,7,3,-1

# Sorted by value in HSP90 inh (smallest number first): three from the list above
SMILES | HSP90 inh
CN1CC(=O)Nc2ccc(Br)cc2C1=O | -6
CC(=O)C1=C(O)CCCC1=NCc1nc2ccccc2[nH]1 | -1
CCOC(=O)Cn1ccc(-c2ccccc2)c(C#N)c1=O | 1

# Only aSyn UTR inh (four entries from above):
SMILES | aSyn UTR inh
c1cc2c(cc1Nc1nc(-c3ccc4c(c3)OCO4)cs1)OCCO2 | -89
CC(=O)C1=C(O)CCCC1=NCc1nc2ccccc2[nH]1 | 12
Cc1ccc(C(=O)NNC(=O)CCC(=O)Nc2cccc(Cl)c2C)cc1 | -9
C=CCN(CC=C)C(=O)c1cccc(OC2CCN(CC(C)(C)C)CC2)c1 | 5

# Further compounds:
SMILES,HSF1 inhib,GSK3beta inhib,aSyn UTR inh,HSF1 activator,Platelet DG rel,KLF5 inh,GSK3A inh,IEC-6 cytotox,Dyrk1A ADPGlo,HSP90 inh
O=C1CN(C(=O)c2cccc(F)c2)C(c2ccc(F)cc2)c2cc(F)ccc2N1 (centres undefined),14,4,-5,9,8,10,-1,3,-9,0
COC(=O)c1cc(=O)n(Cc2ccccc2)c(=NCc2ccccc2)s1,-7,2,1,-5,-9,-5,2,-5,.,6
COc1cc(CNCCN2CCOCC2)ccc1OCc1c(Cl)cccc1Cl,5,2,24,-7,-11,-46,1,3,.,7
CCOC(=O)C1=C(Cc2ccc(Cl)cc2)C(=O)c2ccccc2C1=O,.,1,.,.,7,-14,-2,9,8,7
CCc1nn(CC(=O)N2CCN(CC)CC2)c(=O)c2cc3sccc3n12,5,4,6,-12,0,-17,.,-4,14,0
O=C(N/N=C/c1cc(Br)cc([N+](=O)[O-])c1O)c1ccc(NC(=O)c2ccc(F)cc2)cc1,3,2,3,7,11,6,-2,2,-2,-7
CN(Cc1ncc[nH]1)C(=O)c1cc(COc2c(F)cccc2F)on1,-5,-3,3,-18,-5,-24,-3,2,0,0
